# IL2 activator = qHTS of IL-2 Activators; IL-2 activation reporter assay, cell-based qHTS; stimulated with anti-CD3/CD4/CD28 beads; in transgenic mouse T cells; activation, % (series mostly up to about 46 µM); hit rate 0.065% among 360,000; in the data active = activation above about 50%; inconclusive = mostly about 30% to 49%; note: 0% is about no effect
#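 EGFP and DsRed fluorescence is measured by plate cytometry in unstimulated transgenic mouse T cells exposed to compound for 60 minutes, then stimulated 18 hours at 37 degrees C with anti-CD3/anti-CD4 beads plus anti-CD28.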
# DRD3 antagonist = qHTS of D3 Dopamine Receptor Antagonist: qHTS; D3R cells, DiscoveRx beta-arrestin luminescence, antagonist mode; stronger effect = lower value; hit rate 2.5% among 360,000; D(3) dopamine receptor (Homo sapiens), P35462; AID 652054, 2013; max response, negative = inhibition, %; in the data active = max response below about -50%; inconclusive = no clear call, values can overlap the other calls; note: % is set by controls: 0 for no effect and ±100 for the full control effect; mostly tested at two doses, the higher about 12 µM
#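 Cells plated overnight at 1500 cells/well, then exposed to library compounds with dopamine controls for 90 minutes at 37 degrees C. DiscoveRx reagent added for 30–60 minutes at room temperature; luminescence read, quantitative HTS format.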
# HEK293 tox = qHTS of GLP-1 Receptor Inverse Agonists: Cytotox Screen; hit rate 0.13% among 410,000; Potency, µM (doses to about 38.3 µM), without a hit: at the highest dose activity change, negative = inhibition, usual class: inhibitors; HEK293 cAMP-luciferase reporter cells, luminescence, 24 h;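 note: loss of luciferase light is scored as toxicity; potency is the fitted concentration of half-maximal effect; % is set by controls: 0 for no effect and ±100 for the full control effect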
#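 Compound-treated cells are incubated 24 hr at 37 deg C under 5% CO2 after a 12 hour attachment period, then luciferase detection reagent is added and luminescence is measured following 12 min at room temperature; lowered signal indicates toxicity.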
# PI5P4K alpha inh = qHTS for Inhibitors of phosphatidylinositol 5-phosphate 4-kinase (PI5P4K); PI5P4Kalpha enzyme, ADP-Glo luminescence, 60 min; stronger effect = lower value; Phosphatidylinositol 5-phosphate 4-kinase type-2 alpha (Homo sapiens), P48426; max response, %; AID 652105, 2013; hit rate 1.2% among 330,000; active = max response of -50% or lower; inconclusive = between -30% and -50%; inactive = -30% or higher; note: value at the top dose of about 77 µM; % is set by controls: 0 for no effect and ±100 for the full control effect
#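 Quantitative HTS of the MLSMR library against PI5P4Kalpha with substrate. ATP added last at 5 microM final; room temperature, 60 minutes. Remaining ATP depleted, ADP converted and read as luminescence.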
# WRN helicase inh = qHTS for Inhibitors of WRN Helicase; Bifunctional 3'-5' exonuclease/ATP-dependent helicase WRN (Homo sapiens), Q14191; WRN helicase unwinding, fluorescent forked duplex, kinetic; Potency, µM (series often up to 114 µM), inactives show at the top dose activity change, negative = inhibition, usual class: inhibitors; hit rate 0.46% among 360,000; AID 651768, 2012; note: potency is the fitted concentration of half-maximal effect; % is set by controls: 0 for no effect and ±100 for the full control effect; nearly all actives have a fitted effect of over 55% in size
#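 WRN at 20 nM final preincubated with compound 15 min at room temperature; reaction started with 100 nM fluorophore/quencher forked duplex oligonucleotide and 2 mM ATP final. Unwinding followed kinetically by red fluorescence (ex 525, em 598 nm).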
# PLK1 PBD inh = qHTS for Inhibitors of PLK1-PDB (polo-like kinase 1 - polo-box domain): Primary Screen; Plk1 PBD binding of FITC phosphopeptide, fluorescence polarization; Potency, µM, for inactives: max response, negative = inhibition, most hits filed as inhibitors; hit rate 2.8% among 360,000; note: potency is the fitted concentration of half-maximal effect; series mostly up to about 57 µM; % is set by controls: 0 for no effect and ±100 for the full control effect; nearly all actives have a fitted effect of over 65% in size
# Target sequence (P53350 whole entry, looked up, the tested form may be a part): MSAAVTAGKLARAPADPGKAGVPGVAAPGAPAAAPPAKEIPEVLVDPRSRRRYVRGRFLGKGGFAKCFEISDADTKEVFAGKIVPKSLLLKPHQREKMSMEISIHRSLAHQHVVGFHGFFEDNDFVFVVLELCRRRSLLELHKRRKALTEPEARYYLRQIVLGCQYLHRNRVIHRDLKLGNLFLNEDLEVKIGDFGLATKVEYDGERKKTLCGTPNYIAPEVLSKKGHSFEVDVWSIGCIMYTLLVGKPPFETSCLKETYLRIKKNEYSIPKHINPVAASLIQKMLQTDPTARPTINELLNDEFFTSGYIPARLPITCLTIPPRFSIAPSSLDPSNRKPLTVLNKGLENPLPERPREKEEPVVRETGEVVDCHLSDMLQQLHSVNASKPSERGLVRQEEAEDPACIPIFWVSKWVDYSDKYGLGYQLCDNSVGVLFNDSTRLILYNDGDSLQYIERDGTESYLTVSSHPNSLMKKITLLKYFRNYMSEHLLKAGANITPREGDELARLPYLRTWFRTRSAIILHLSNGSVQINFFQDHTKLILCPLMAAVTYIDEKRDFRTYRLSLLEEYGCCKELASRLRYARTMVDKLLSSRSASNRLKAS
# GLP-1R inv ag = qHTS of GLP-1 Receptor Inverse Agonists (Inhibition Mode); hit rate 1.6% among 410,000; Potency, µM (highest dose often 38.3 µM), for inactives: top-dose activity change, negative = inhibition, most hits filed as inhibitors; HEK293 GLP-1R CRE-luciferase, luminescence, 24 h; GLP-1R form is constitutively active; Glucagon-like peptide 1 receptor (Homo sapiens), P43220; note: potency is the fitted concentration of half-maximal effect; % is set by controls: 0 for no effect and ±100 for the full control effect; nearly all actives have a fitted effect of over 55% in size
# Target sequence (P43220 whole entry, looked up): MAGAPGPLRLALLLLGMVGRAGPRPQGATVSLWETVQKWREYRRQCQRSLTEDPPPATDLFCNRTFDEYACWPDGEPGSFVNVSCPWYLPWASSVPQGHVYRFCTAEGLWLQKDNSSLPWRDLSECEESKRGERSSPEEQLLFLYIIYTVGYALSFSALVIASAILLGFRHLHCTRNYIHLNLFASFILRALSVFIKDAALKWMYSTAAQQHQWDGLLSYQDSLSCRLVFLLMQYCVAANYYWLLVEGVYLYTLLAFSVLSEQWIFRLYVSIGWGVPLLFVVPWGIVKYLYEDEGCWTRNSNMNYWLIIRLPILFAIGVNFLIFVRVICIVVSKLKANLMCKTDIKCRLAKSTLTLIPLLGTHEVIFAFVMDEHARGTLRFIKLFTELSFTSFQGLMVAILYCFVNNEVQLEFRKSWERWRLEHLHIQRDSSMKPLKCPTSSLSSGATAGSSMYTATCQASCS
#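 GLP-1R inverse agonism mode: basal reporter luminescence in engineered HEK293 cells measured after one day of compound exposure at 37 deg C, with a 12 min room-temperature detection step.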
# DRD3 agonist = qHTS of D3 Dopamine Receptor Agonist: qHTS; max activation, %; D(3) dopamine receptor (Homo sapiens), P35462; hit rate 0.58% among 410,000; D3R DiscoveRx beta-arrestin cells, luminescence, 90 min; in the data active = max activation above about 30%; note: 0% is about no effect; mostly tested at two doses, the higher about 12 µM
#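 Cells at 1500/well, incubated overnight, then treated with pinned compounds (dopamine as control) for 90 min at 37 degrees C. DiscoveRx reagent added for 30 - 60 minutes at room temperature; luminescence read.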
# GLP1R ag = qHTS of GLP-1 Receptor Agonists. Glucagon-like peptide 1 receptor (Homo sapiens), P43220. HEK293 GLP-1R CRE-luciferase, luminescence, 4-6 h; cells express a hypersensitive GLP-1R form. Potency, µM (doses to about 45.6 µM), inactives show at the highest dose activation, hits mostly activators. hit rate 0.007% among 380,000. AID 624172, 2012; note: potency is the fitted concentration of half-maximal effect; % of control where 0% means no effect
# * = called active by the depositor; ? = inconclusive; nt = not tested or not shown; & = joins results of further samples; [ ] = dose if it differs, or a comment. Unless noted, calls come from the whole dose curve; as a rule, active = well fitted curve in the direction sought with a large enough effect; inconclusive = small, poorly fitted or top-dose-only effect, or another doubt; inactive = no such curve, though single readings can be large; an effect the other way counts as inactive or inconclusive.
SMILES,IL2 activator,DRD3 antagonist,HEK293 tox,PI5P4K alpha inh,WRN helicase inh,PLK1 PBD inh,GLP-1R inv ag,DRD3 agonist,GLP1R ag
COc1ccc(C(=O)/C=C/NCc2ccc(C)cc2)cc1,-0.1,22.9,-2.9%,4.5,-0.8%,-6.6%,?,0.0,6.3%
CSc1sc(C(=O)NCC2CC2)c(-c2cccs2)c1C#N,-0.3,0.0,15.1%,-1.1,6.6%,2.7%,?,6.0,4.7%
Cn1c(=O)c2c(nc(N/N=C/c3ccc(OC(=O)c4ccco4)cc3)n2Cc2ccccc2Cl)n(C)c1=O,0.8,-21.3,6.6%,2.1,-7.5%,6.1%,-7.6%,14.9,-0.4%
CSc1ccccc1NC(=O)CN(C)CC(=O)Nc1c(F)cccc1F,0.6,-13.2,11.0%,-15.4,?,-19.0%,12.6%,1.8,11.4%
CCn1c(=S)sc2c(=O)n(CC(=O)Nc3ccc(Cl)cc3)c(C)nc21,4.8,-23.4,-6.0%,3.0,-5.0%,-12.7%,-35.7%,-17.2,0.5%
Cc1cn([C@H]2C[C@H](O)[C@@H](CNC(=O)[C@H]3CCC(=O)N3)O2)c(=O)[nH]c1=O,-2.8,-4.0,0.4%,4.0,-1.4%,-10.6%,9.0%,-5.3,-1.1%
CCSc1nnc(NC(=O)C2CC=CCC2C(=O)O)s1 (stereo unspecified),-0.2,15.5,3.6%,-15.7,-15.1%[57.1 µM],-8.7%,2.4%,3.5,-1.8%
N/C(=N\OCc1ccc([N+](=O)[O-])cc1)c1ccncc1,-0.8,-8.3,1.8%,2.1,10.8%,-18.9%,15.7%,1.4,-2.1%
O=C(O)CCN1/C(=C/C=Nc2ccccc2)Oc2ccccc21,0.4,-13.6,-12.3%,-9.0,5.5%[57.1 µM],4.4%,5.4%,2.6,0.4%
Cc1ccc(S(=O)(=O)Nc2ccc(NC(=O)c3c(F)c(F)c(F)c(F)c3F)cc2)cc1,4.7,-8.4,?,-19.4,-3.0%,1.2%,?,1.2,-5.3%
Cc1ccc(OCC(=O)Nc2ccc3c(c2)nc2n3CCOC2)cc1,-1.0,20.9,6.2%,6.8,6.1%,-10.1%,0.5%,0.1,5.1%
NC(=O)CC(NC(=O)c1ccccc1)c1ccc(N2CCN(c3ccc(F)cc3)CC2)c([N+](=O)[O-])c1 (stereo unspecified),-1.4,17.7,?,-0.9,0.9%,-10.2%,?,8.1,4.8%
Cc1cc(=O)[nH]c(SCn2nnc3ccccc3c2=O)n1,0.3,1.0,5.4%,nt,-1.9%,-15.5%,6.0%,5.6,0.2%
O=C(Nc1ccccn1)C1CCN(S(=O)(=O)c2cccs2)CC1,-2.9,-3.8,4.2%,nt,-3.7%[57.1 µM],-0.3%,6.2%,-7.6,-0.9%
C=CCNC(=O)c1ccc(NC(=O)C2=CSCCO2)cc1,0.6,-3.5,?,-12.5,-6.1%,-7.7%,?,0.9,-7.1%
COc1cc(COCC(O)CN2CCN(CCN3C(=O)c4cccc5cccc(c45)C3=O)CC2)cc(OC)c1OC (stereo unspecified),-0.5,-11.3,-18.1%,1.5,10.7%[57.1 µM],-12.8%,?,-9.0,18.8%
COc1ccc(C(=O)Nc2ccccc2N2CCCCC2)cc1[N+](=O)[O-],-0.6,6.8,4.1%,14.9,-13.9%,-1.9%,?,-5.0,1.3%
CNC(=S)N(C)[C@H]1c2c(ccc3ccccc23)OC[C@H]1CO,-3.7,-24.4,-1.3%,2.6,1.1%,-7.2%,?,-7.9,6.3%
CCN(CC)S(=O)(=O)c1cc(C(=O)OCC(=O)Nc2c(F)cccc2F)ccc1F,-1.1,13.3,-13.6%,-1.8,-20.9%[57.1 µM],-7.2%,7.3%,7.2,14.7%
CCCN1CCN(C(=O)c2c(Cl)cnn2C)CC1,-2.8,2.2,-19.4%,-2.7,13.5%,0.1%,0.2%,-37.5,1.3%
CCOC(=O)Nc1nnc(-c2cccc(OC)c2)s1,0.1,5.2,0.3%,-7.0,4.0%,?,38.7%[activator],5.5,0.3%
COc1ccc(S(=O)(=O)NC2CCCC2)cc1C(N)=O,0.2,12.7,2.6%,2.4,-0.7%,-2.4%,8.4%,1.9,-4.9%
Cc1cc(/C=N/n2cnnc2)c(O)c([N+](=O)[O-])c1,2.1,-62.5*,-21.6%,-17.1,3.8%,-2.7%,3.4%,-20.0,-6.1%
CC1CCN(c2ccc3c(c2)S(=O)(=O)c2ccccc2C3=O)CC1,0.0,9.5,2.6%,-0.2,-10.4%,-13.2%,1.8%,0.1,19.4%
COc1cccc(/C=N/NC(=O)NC2CCCCC2)c1O,-0.4,?,6.7%,-11.1,-2.7%,-14.5%,-21.1%,-13.8,16.2%
Cc1cc(C)c(NC(=O)CSc2nnc(CNC(=O)c3c(F)cccc3Cl)o2)c(C)c1,-4.2,3.3,11.9%,-3.1,-6.6%,-26.5%,-8.5%,4.7,5.8%
Cc1ccc(-n2nnnc2SCC(=O)Nc2cccc(NC(=O)c3ccco3)c2)cc1C,4.2,23.0,1.7%,-11.8,-19.8%,-13.5%,-53.1%,2.0,-4.4%
COc1ccc(OC)c(-n2cnnn2)c1,0.3,-8.7,-8.1%,-0.3,0.7%,-1.1%,9.8%,1.9,-0.6%
Cc1ccc2oc(/N=C(\N)NC(=O)C3CC3)nc2c1,0.3,-10.1,-13.0%,-0.8,-4.7%,-3.7%,?,-3.2,-1.8%
Nc1ccc(C(=O)OCc2nc3c(ccc4ccccc43)[nH]2)cc1,-1.5,-15.2,2.2%,-1.0,-2.9%,-7.1%,-9.3%,-3.1,0.9%
COc1cccc(CNC(=O)C2CCN(S(=O)(=O)c3ccc4c(c3)CC(C)N4C(C)=O)CC2)c1 (stereo unspecified),-1.1,21.5,-14.2%,-3.9,-2.5%[57.1 µM],-1.3%,2.1%,-2.1,0.2%
COc1ccc(-c2coc3c(C(=O)NC4CCCCC4)cccc23)c(C)c1,-0.9,18.2,3.0%,10.2,-8.1%,-0.9%,?,4.1,-8.5%
Oc1ccc(C=Nc2cccc3ncccc23)c(O)c1,-2.0,-23.8,1.8%,-8.7,-14.7%,-13.3%,4.4%,-7.4,-10.5%
Cc1ccc2c(=O)oc(N(C)C)nc2c1,-3.2,-21.2,-3.0%,-6.6,-34.5%[57.1 µM],-13.4%,5.3%,2.9,-3.6%
COc1ccccc1CNC(=O)CNC(=O)Cn1cnc2ccccc2c1=O,1.6,20.1,0.4%,1.0,-25.9%[57.1 µM],-3.5%,-7.2%,1.4,-0.8%
CSc1nc2ccccc2c(=O)n1C1CCOC(C)(C)C1 (stereo unspecified),1.1,2.5,-2.7%,-0.7,-4.9%,0.9%,-20.0%,19.9,18.2%
Cc1ccc(S(=O)(=O)N2CCN(C(=O)CCC(=O)NCCc3ccc(F)cc3)CC2)cc1,-0.2,-7.2,0.8%,2.3,-27.5%,-9.4%,11.8%,1.8,1.4%
O=C(NCc1ccccc1Br)c1cccc2c1C(=O)c1ccc(-c3ccc(OC(F)(F)F)cc3)cc1S2(=O)=O,-0.7,10.6,7.2%,-0.2,-4.5%,-2.1%,1.2%,-2.1,-4.5%
CC(C)CN(CCCNC(=O)CN1C(=O)COc2ccc(S(=O)(=O)N3CCCCCC3)cc21)CC(C)C,-2.4,22.1,0.8%&1.8%,1.0,0.3%,?,-25.5%&7.4%,-11.9&-12.2,0.8%&0.7%
C/C(=N/NC(=O)c1ccc(C(C)(C)C)cc1)c1cccnc1,0.0,-7.8,5.9%,0.0,-18.0%,-2.8%,-9.7%,-5.3,9.6%
CCCn1cnnc1CNC(=O)C1CCC(=O)N(CCCc2ccccc2)C1 (stereo unspecified),0.7,0.1,-3.0%,-3.8,-3.1%,2.9%,4.7%,13.8,1.3%
Cc1ccc(S(=O)(=O)NCCC(=O)N2CCC(C)CC2)cc1,0.3,8.3,-6.9%,-4.4,-2.0%,-0.4%,2.7%,18.0,8.2%
O=C(Nc1ccc(NC(=O)c2ccc(Cl)cc2Cl)cc1)c1ccc2c(c1)OCO2,2.5,-9.2,-10.3%,-2.4,19.3%,-0.5%,-13.0%,6.3,9.6%
CCOC(=O)c1ccc(NC(=O)Cn2ncc(Cl)c(Cl)c2=O)cc1,-2.8,?,?,-72.0*,-20.3%[57.1 µM],?,?,-6.3,-8.3%
CN1OC[C@@H]2CN(Cc3ccccc3)[C@H](c3cccc(Oc4ccccc4)c3)C[C@@H]21,0.0,-7.0,6.0%,22.9,-0.9%,1.1%,?,-9.8,-1.4%
N/C(=N\OC(=O)COc1ccc(Cl)cc1)c1ccc(Cl)cc1,-4.1,-1.2,-11.3%,12.4,-8.2%,-11.3%,15.4%,9.1,7.5%
Cc1ccc(COC(=O)CCN=C2NS(=O)(=O)c3ccccc32)cc1,-6.2,12.9,0.6%,-2.9,3.4%,-9.9%,-8.0%,-6.1,-7.7%
Oc1ccc(N2CCN(Cc3ccc(OCCCN4CCCCC4)cc3)CC2)cc1,0.4,?,?,-10.4,-2.0%,8.1%,-29.7%,-0.8,6.1%

# Whole records, looked up by structure. Order of screens: IL2 activator, DRD3 antagonist, HEK293 tox, PI5P4K alpha inh, WRN helicase inh, PLK1 PBD inh, GLP-1R inv ag, DRD3 agonist, GLP1R ag
# `Cc1ccc(COC(=O)CCN=C2NS(=O)(=O)c3ccccc32)cc1` as listed: -6.2, 12.9, 0.6%, -2.9, 3.4%, -9.9%, -8.0%, -6.1, -7.7%
# `N/C(=N\OC(=O)COc1ccc(Cl)cc1)c1ccc(Cl)cc1` as listed: -4.1, -1.2, -11.3%, 12.4, -8.2%, -11.3%, 15.4%, 9.1, 7.5%

# Not a hit list; overall some 7.8% were active at least once.
